# Source: PubChem BioAssay (several laboratories)
# Wnt act – activators of Wnt/beta-catenin signaling; Wnt/beta-catenin reporter cell assay, activator, plate reader; activation, % at 9.35 µM; 300,000 tested, 1.2% active; AID 743398; in the data active = activation above about 30%, passing the limit was not always enough;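 also: 0% = neutral control wells and 100% = positive control wells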
# PfHsp90 yeast 2 – inhibits growth of yeast expressing Plasmodium falciparum Hsp90. inhibition, % at 9.4 µM. 310,000 tested, 0.32% active. S. cerevisiae expressing PfHsp90, BacTiter-Glo ATP, 48 h; yeast lacking PDR1 and PDR3 efflux regulators;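 active = every replicate shows inhibition above about 80%, whatever the replicate mean, limit read from the data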;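 also: 0% = DMSO neutral controls and 100% = 20 µM radicicol positive controls; yeast relying on Plasmodium falciparum Hsp90 in place of its own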
# DAGLB inhibitor – diacylglycerol lipase beta (human) inhibition; Q8NCG7; HEK293T DAGLB membrane lysate, EnzChek fluorogenic substrate; inhibition, % at 5.17 µM; 340,000 tested, 0.059% active; in the data active = inhibition above about 34%;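 also: 0% = enzyme with vehicle and 100% = wells lacking enzyme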
# Target sequence (Q8NCG7 whole entry, looked up): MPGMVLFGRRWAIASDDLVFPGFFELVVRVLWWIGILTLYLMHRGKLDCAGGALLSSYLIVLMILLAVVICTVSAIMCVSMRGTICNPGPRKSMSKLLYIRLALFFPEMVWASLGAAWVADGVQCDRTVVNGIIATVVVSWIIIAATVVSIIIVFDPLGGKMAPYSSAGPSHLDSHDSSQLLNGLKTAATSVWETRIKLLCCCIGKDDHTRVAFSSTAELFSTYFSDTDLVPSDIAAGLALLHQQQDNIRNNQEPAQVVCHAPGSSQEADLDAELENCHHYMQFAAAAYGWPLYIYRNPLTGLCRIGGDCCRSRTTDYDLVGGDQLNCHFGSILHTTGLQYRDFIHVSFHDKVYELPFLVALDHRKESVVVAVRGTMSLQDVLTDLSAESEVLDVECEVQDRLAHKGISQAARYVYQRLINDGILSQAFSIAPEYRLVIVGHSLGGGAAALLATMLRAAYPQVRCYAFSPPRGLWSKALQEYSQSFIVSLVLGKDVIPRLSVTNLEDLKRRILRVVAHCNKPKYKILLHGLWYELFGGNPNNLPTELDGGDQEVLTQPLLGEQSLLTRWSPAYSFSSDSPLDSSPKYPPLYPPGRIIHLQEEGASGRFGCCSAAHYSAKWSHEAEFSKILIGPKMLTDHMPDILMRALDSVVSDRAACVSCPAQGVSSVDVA
# phage Ecoli inh – E. coli growth loss with phage present; growth absorbance; 360,000 tested, 0.26% active; AID 651602; inhibition, % at 11.9 µM; in the data active = inhibition above about 11%
# E coli growth – reduces bacterial viability in AddAB counter-screen | E. coli V3065 growth, OD600 absorbance, 18 h | inhibition, % at 11.9 µM | 330,000 tested, 0.27% active;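 active = inhibition above the campaign's mean inhibition across all tested compounds plus 3 SD, cut at about 9.9% in these data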;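 also: uninfected addAB+ strain grown without phage in ampicillin broth; 0% = DMSO wells and 100% = ciprofloxacin 0.95 µg/ml wells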
# AddAB inh – less growth of phage-infected E. coli with AddAB. E. coli expressing H. pylori AddAB, absorbance growth. inhibition, % at 11.9 µM. 330,000 tested, 0.29% active; in the data active = inhibition above about 12%;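 also: 0% = vehicle wells of infected cells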
# CAL PDZ FP – human CAL PDZ-peptide interaction inhibition; Q9HD26; purified CAL PDZ, TMR-peptide fluorescence polarization, 1 h; 330,000 tested, 0.02% active; AID 504414; inhibition, % at 20 µM;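 active = highest replicate inhibition of at least 40%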;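 also: plate controls were DMSO neutral control wells for no effect and unlabeled competitor peptide control wells for full effect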
#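 Control set: unlabelled peptide and DMSO controls / Material: purified CerCALP PDZ construct / Timing: 1 h incubation at room temperature before polarization reading / Doses: 20 µM, one dose / Detection: fluorescence polarization (mP)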
# PvdQ acylase – blocks Pseudomonas aeruginosa PvdQ acylase activity. purified PvdQ acylase, fluorescence plate reader. inhibition, % at 10 µM. 340,000 tested, 0.063% active. AID 488965; in the data active = inhibition above about 30%, passing the limit was not always enough;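 also: 0% = vehicle neutral wells and 100% = reference inhibitor wells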
# Tat transport – inhibitors of E. coli Tat protein transport. 340,000 tested, 0.036% active. inhibition, % at 10 µM. E. coli MC4100 TorA-mCherry Tat export, fluorescence;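 active = mean replicate inhibition at least 50% and at least half of replicates individually reaching 50%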;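 also: exported cargo escapes ClpAP degradation while cytoplasmic cargo is degraded and loses fluorescence; 0% = median of neutral control wells and 100% = median of NaSCN control wells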
# Rtt109 Vps75 – blocks Candida albicans Rtt109/Vps75 acetyltransferase activity; Q5AAJ8; purified Rtt109/Vps75, ThioGlo CoA-SH fluorescence, 4 h; inhibition, % at 34.9 µM; 330,000 tested, 0.16% active;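 active = inhibition of at least 50% in every replicate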
# Target sequence (Q5AAJ8 whole entry, looked up): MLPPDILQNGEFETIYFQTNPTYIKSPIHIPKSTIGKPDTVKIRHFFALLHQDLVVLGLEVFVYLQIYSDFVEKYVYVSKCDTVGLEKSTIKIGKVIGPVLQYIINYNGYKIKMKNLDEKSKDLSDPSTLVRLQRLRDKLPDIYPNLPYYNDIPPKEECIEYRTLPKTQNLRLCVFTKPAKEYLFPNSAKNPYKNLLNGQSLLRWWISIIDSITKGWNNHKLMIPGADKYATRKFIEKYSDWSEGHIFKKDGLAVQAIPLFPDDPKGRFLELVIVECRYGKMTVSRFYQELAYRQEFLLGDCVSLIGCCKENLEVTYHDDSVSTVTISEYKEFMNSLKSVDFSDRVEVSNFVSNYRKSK
# Active calls of the source: *; nt = not tested or not shown.
SMILES,Wnt act,PfHsp90 yeast 2,DAGLB inhibitor,phage Ecoli inh,E coli growth,AddAB inh,CAL PDZ FP,PvdQ acylase,Tat transport,Rtt109 Vps75
O=C(CSc1ncccn1)NCc1ccc(Cl)cc1,15,8,1,5.2,-1.0,1.8,-1.5,-4,-1,3
CCOCCc1nnc(NC(=O)c2cc(OC)c(OC)c(OC)c2)s1,nt,11,2,5.0,2.2,-0.8,nt,12,-1,-5
COC(=O)C1(Cc2cc(-c3ccc(OC)cc3OC)no2)CCN(C(=O)OC(C)(C)C)CC1,2,-22,-7,1.2,-1.6,1.3,-0.5,-7,10,-3
O=C(/C=C/c1ccc([N+](=O)[O-])cc1)c1cccnc1,1,26,2,3.1,-0.4,0.8,-2.2,6,2,13
Cc1ccc(S(=O)(=O)NC(CC(=O)n2nc(C)cc2C)c2ccccc2)cc1 (stereo not drawn),nt,8,-5,1.5,0.6,4.5,-1.1,-4,-5,5
COc1cccc(CNC(=O)c2ccc(C)c(S(=O)(=O)N3CCCCC3)c2)c1,-2,17,-4,0.2,2.1,0.3,-2.7,-19,-3,7
CC(=O)Nc1cccc(NC(=O)CCNC(=O)c2ccccc2)c1,2,10,-2,2.9,nt,nt,0.3,3,0,2
CC1CCN(S(=O)(=O)c2ccc3c(c2)N(CC(=O)NCCCN2CCCC(C)C2)C(=O)CO3)CC1 (stereo not drawn),-1,-9,0,3.0,-3.5,1.2,-2.6,-25,7,10
Cc1nnsc1C(=O)Nc1ccc(S(=O)(=O)N2CCCC(C)C2)cc1 (stereo not drawn),-3,-5,0,-0.5,-1.4,4.2,-0.3,-15,9,-9
CC1(c2ccccc2)NC(=O)N(CC(=O)Nc2cc(C(F)(F)F)ccc2N2CCCCC2)C1=O (stereo not drawn),-3,11,1,5.0,nt,nt,-3.5,-4,32,0
COc1ccc(C2CC(C(F)(F)F)n3nc(C(=O)NCc4c(C)nn(C)c4C)c(Cl)c3N2)cc1 (stereo not drawn),nt,-5,0,0.0,-1.2,-1.6,0.3,-6,1,-7
Cc1csc(C(C)N(C)C(=O)c2ccc(OC3CCN(Cc4ccccn4)CC3)cc2)n1 (stereo not drawn),-1,-9,-1,-1.0,2.6,-0.9,0.3,-9,-2,-2
Cc1cc(N2CCN(c3ccc(C(F)(F)F)cc3[N+](=O)[O-])CC2)c2ccccc2n1,-6,2,3,2.7,-0.1,2.6,0.0,5,7,21
O=C(CSCc1ccccc1)NCCc1ccc(F)cc1,1,-9,-1,2.4,0.3,4.2,1.7,-8,-5,-8
CCCN(CCC)CCCNC(=O)CC(C(=O)N1CCc2ccccc21)n1ccnc1 (stereo not drawn),nt,-15,1,4.2,0.8,-0.3,0.0,-12,-6,-3
O=C(NCc1ccncc1)c1c(F)c(F)c(F)c(F)c1F,-3,nt,-1,3.3,-0.2,2.0,-0.2,8,-8,-3
CCN1CCN(c2ccc(S(=O)(=O)N3CCCCC3)cc2NC(=O)c2ccc([N+](=O)[O-])o2)CC1,2,-9,1,2.5,-0.9,4.4,0.5,-5,15,10
COC(=O)c1ccc(CSc2nc3ccccc3c(=O)n2N)cc1,1,-14,-6,1.7,0.3,0.8,-1.9,-7,-1,4
O=C(NC1CCCCCCC1)c1cc(-c2ccccn2)nc2ccccc12,5,-6,-6,-0.2,2.8,5.7,-0.6,-18,5,5
Cc1nnc(NC(=O)C2CCN(C(=O)c3ccco3)CC2)s1,2,7,-2,2.9,-0.9,2.1,0.1,9,3,3
CC(C1CC1)N(Cc1ccccc1)C(=S)Nc1ccccc1 (stereo not drawn),-1,22,-1,2.3,-3.5,-0.2,0.5,-7,6,3
CCNC(=O)/C(=C\c1ccccc1)NC(=O)/C=C/c1ccccc1,nt,9,0,3.5,1.0,1.4,-2.9,-3,-8,-5
COC(=O)c1sc(S(=O)(=O)NCc2ccccc2)c(C(=O)OC)c1C,nt,-9,0,2.2,-1.2,2.9,-1.2,14,-4,3
CCN(CC)C(=O)[C@H]1C[C@H](CC(=O)NCCc2ccccn2)C(=O)N2CCc3c([nH]c4cc(CCC(=O)N(C)C)ccc34)[C@]12C,3,0,-1,-0.9,-0.5,-1.2,0.7,-5,3,2
COC(=O)c1ccc(CSc2nnc3c(Cl)cc(Cl)cn23)o1,3,-3,-2,1.6,-1.3,1.3,0.2,2,-8,7

# Profiles as entered above:
# COc1ccc(C2CC(C(F)(F)F)n3nc(C(=O)NCc4c(C)nn(C)c4C)c(Cl)c3N2)cc1 (stereo not drawn) across the screens: Wnt act = nt; PfHsp90 yeast 2 = -5; DAGLB inhibitor = 0; phage Ecoli inh = 0.0; E coli growth = -1.2; AddAB inh = -1.6; CAL PDZ FP = 0.3; PvdQ acylase = -6; Tat transport = 1; Rtt109 Vps75 = -7
# Cc1csc(C(C)N(C)C(=O)c2ccc(OC3CCN(Cc4ccccn4)CC3)cc2)n1 (stereo not drawn) across the screens: Wnt act = -1; PfHsp90 yeast 2 = -9; DAGLB inhibitor = -1; phage Ecoli inh = -1.0; E coli growth = 2.6; AddAB inh = -0.9; CAL PDZ FP = 0.3; PvdQ acylase = -9; Tat transport = -2; Rtt109 Vps75 = -2
# O=C(NC1CCCCCCC1)c1cc(-c2ccccn2)nc2ccccc12 across the screens: Wnt act = 5; PfHsp90 yeast 2 = -6; DAGLB inhibitor = -6; phage Ecoli inh = -0.2; E coli growth = 2.8; AddAB inh = 5.7; CAL PDZ FP = -0.6; PvdQ acylase = -18; Tat transport = 5; Rtt109 Vps75 = 5

# (more compounds)
SMILES,Wnt act,PfHsp90 yeast 2,DAGLB inhibitor,phage Ecoli inh,E coli growth,AddAB inh,CAL PDZ FP,PvdQ acylase,Tat transport,Rtt109 Vps75
CNC(=O)c1cccc2cccc(Sc3ccccc3C(=O)O)c12,-1,-1,0,-0.2,-1.1,-0.9,-0.1,3,-8,6
CCN(CC)CCN=CC1=C(O)CNC1=O,nt,18,-1,1.4,1.2,3.2,-3.5,-13,-4,-7
COC(=O)c1ccc(N/C=C/C(=O)c2ccccc2)cc1,9,4,-1,1.0,0.5,2.5,0.9,-10,11,0
COc1cccc(C2=NCCc3cc4c(cc32)OCO4)c1OC,-3,-2,-2,2.0,0.9,2.0,-0.3,7,1,7
O=C(C1CCCCC1)N1CCC(O)(c2ccc(Cl)cc2)CC1,nt,-19,-4,nt,-0.2,0.2,2.1,-14,1,10
Cc1ccc2oc(C(=O)NCC(c3ccco3)N(C)C)c(C)c2c1 (stereo not drawn),8,1,-4,1.8,0.8,2.4,-3.6,9,-1,31
Cc1ccc(-c2nn(CC(=O)N(C)C)c(=O)c3ccccc23)cc1S(=O)(=O)N(C)C,-4,-4,-3,-0.3,-2.3,2.8,-1.2,8,-1,nt
Cc1ccnc2c1ccc1cccnc12,-5,20,0,14*,nt,nt,-2.9,-17,2,-6
Cc1ccsc1/C=N/n1c(=S)[nH]nc(C)c1=O,nt,28,2,2.0,-2.2,-1.4,0.1,-13,-9,-14
NC(=S)N/N=C/c1coc2ccc(O)cc2c1=O,-2,17,2,1.0,0.6,-1.0,-0.4,-1,-2,4
CC(C)Oc1ccc(S(=O)(=O)N2CCCCC2)cc1NC(=O)C1CSC2(C)CCC(=O)N12 (stereo not drawn),-4,nt,1,2.2,0.1,-1.8,-1.6,-5,-14,12
Cc1cc(=O)[nH]c2ccc(Cl)cc12,-28,-7,-1,3.8,0.6,1.6,-0.7,-4,-2,13
COCCn1c(SCC(=O)N2CCCCC2)nc2cccnc21,nt,-9,0,0.6,0.2,2.0,1.3,-4,-8,-7
CCOc1ccc2nc(N3CCCC(C(=O)NCCCN4C(C)CCCC4C)C3)sc2c1 (stereo not drawn),8,-7,2,1.6,-3.4,0.7,1.0,-18,8,6
CC(C)(C)OCC(O)CN1CCN(C(=O)c2ccccc2)CC1 (stereo not drawn),-1,4,-1,-0.6,-0.1,0.0,-1.1,-2,-4,4
CCOCCCN1CC(C(=O)NCc2ccc3c(c2)OCO3)CC1=O (stereo not drawn),1,-35,1,0.6,2.0,3.8,-1.0,-4,-1,-4
COc1ccc(Nc2ccc([N+](=O)[O-])cn2)cn1,2,6,-1,-0.7,2.2,2.0,-27,-6,2,-1
N=c1c(S(=O)(=O)c2ccc(Cl)cc2)cc2c(=O)n3ccccc3nc2n1CCN1CCOCC1,-6,11,2,1.6,2.9,1.6,-2.2,-12,-5,-351
CCCCNC(=S)N1CCN(c2ccccc2Cl)CC1,7,-5,-12,4.4,-0.2,-0.5,0.8,-14,-1,-1
Cc1nnc(NCCO)c2ccccc12,nt,-5,-3,0.6,-0.9,0.7,-1.0,-3,14,2
CC(C)(C)NC(=O)CSc1nnc(-c2ccncc2)o1,1,0,-6,7.2,2.6,3.1,-1.1,9,-6,15
COc1ccc(NC(=O)CSc2nnc(CC(=O)Nc3ccc(F)cc3)n2C)cc1,-2,-20,-1,1.6,-2.9,0.8,-0.5,-8,6,-8
CCc1ccccc1N(CC)C(=O)CCc1nc(-c2ccc(C)cc2)no1,-3,-29,-11,0.9,0.2,1.4,-1.1,-4,24,13
CCOC(=O)c1c(C)nc2c(c1C)c(=O)oc1ccccc12,nt,-21,-12,0.9,-2.1,0.0,-0.9,-11,7,2
O=C(CN1CCS(=O)(=O)CC1)N/N=C/c1cccc(C(F)(F)F)c1,-2,18,-3,2.3,-0.4,-2.7,-1.9,8,2,-11

# Some of the entries so far, with each value named:
> COC(=O)c1ccc(N/C=C/C(=O)c2ccccc2)cc1
  Wnt act: 9	PfHsp90 yeast 2: 4	DAGLB inhibitor: -1	phage Ecoli inh: 1.0	E coli growth: 0.5	AddAB inh: 2.5	CAL PDZ FP: 0.9	PvdQ acylase: -10	Tat transport: 11	Rtt109 Vps75: 0
> O=C(C1CCCCC1)N1CCC(O)(c2ccc(Cl)cc2)CC1
  Wnt act: nt	PfHsp90 yeast 2: -19	DAGLB inhibitor: -4	phage Ecoli inh: nt	E coli growth: -0.2	AddAB inh: 0.2	CAL PDZ FP: 2.1	PvdQ acylase: -14	Tat transport: 1	Rtt109 Vps75: 10
> CNC(=O)c1cccc2cccc(Sc3ccccc3C(=O)O)c12
  Wnt act: -1	PfHsp90 yeast 2: -1	DAGLB inhibitor: 0	phage Ecoli inh: -0.2	E coli growth: -1.1	AddAB inh: -0.9	CAL PDZ FP: -0.1	PvdQ acylase: 3	Tat transport: -8	Rtt109 Vps75: 6

# Other compounds:
SMILES,Wnt act,PfHsp90 yeast 2,DAGLB inhibitor,phage Ecoli inh,E coli growth,AddAB inh,CAL PDZ FP,PvdQ acylase,Tat transport,Rtt109 Vps75
CCCC/C(O)=C1\C(=O)CCCC1=NCCc1c(C)[nH]c2ccc(OC)cc12,-1,24,1,7.4,-0.4,-1.4,0.4,13,0,4
CCCc1c(C(=O)Nc2ccc(F)cc2C)cnn1-c1ccccc1,4,-29,-3,-0.8,-0.7,-1.3,0.4,-4,-1,-13
CN1C(=O)N(C)C2CC1N(C)C(=O)N2C,nt,nt,-2,0.3,-1.0,1.6,nt,-18,-3,0
Cc1cc(C(=O)N/N=C/c2ccc(C)o2)c2ccccc2n1,-12,-35,0,2.1,1.3,2.9,-3.0,-7,-5,1
O=C(CCS(=O)(=O)c1cc2c(cc1Cl)NC(=O)CO2)NCc1ccc(F)cc1,-4,-10,3,1.1,2.6,4.1,-1.8,-9,-5,-7
FC(F)(F)c1cc(N2CCN(Cc3ccccc3)CC2)c2ccccc2n1,2,7,-10,1.2,-1.2,-1.9,-0.8,4,3,13
O=C(CSCc1ccccc1)N=Nc1c(O)[nH]c2ccccc12,0,6,0,0.1,1.3,1.8,-1.2,14,-4,3
CCCn1c(N2CCN(CC(=O)c3c[nH]c4ccccc34)CC2)nc2c1c(=O)[nH]c(=O)n2C,nt,8,1,1.3,0.4,-0.3,-2.3,-6,13,-6
